IMP-1 inhibitor: inhibitors of Pseudomonas aeruginosa IMP-1 metallo-beta-lactamase | purified IMP-1, nitrocefin hydrolysis, epi-absorbance fluorescence | inhibition, % at 5.6 µM | 290,000 tested, 0.45% active | AID 1556;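 active = inhibition above the mean plus 3 SD of all compounds in the same screening run, cut at about 4.5% in these data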;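 note: 0% = IMP-1 with DMSO and 100% = DMSO wells lacking enzyme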
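System: Purified recombinant IMP-1 metallo-beta-lactamase enzyme | Measured by: Fluorescence quenching readout, ex 480/em 530 nm | Replication: Singlicate | Incubation: 15 min preincubation plus 25 min reaction at 25 °C | Evaluation: Percent inhibition from optical density relative to buffer-blank wells | Benchmarks: DMSO with and without IMP-1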
IDE cell activ: boosts human insulin-degrading enzyme activity in HEK cells | P14735 | FAbeta-B cleavage, fluorescence polarization; 0% vehicle, 100% cell-free pure enzyme wells | activation, % at 5.96 µM | 340,000 tested, 0.073% active;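 active = activation above the mean of all tested compounds plus 3 SD, set per screening campaign, cut at about 17% in these data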
Target sequence (P14735 whole entry, looked up): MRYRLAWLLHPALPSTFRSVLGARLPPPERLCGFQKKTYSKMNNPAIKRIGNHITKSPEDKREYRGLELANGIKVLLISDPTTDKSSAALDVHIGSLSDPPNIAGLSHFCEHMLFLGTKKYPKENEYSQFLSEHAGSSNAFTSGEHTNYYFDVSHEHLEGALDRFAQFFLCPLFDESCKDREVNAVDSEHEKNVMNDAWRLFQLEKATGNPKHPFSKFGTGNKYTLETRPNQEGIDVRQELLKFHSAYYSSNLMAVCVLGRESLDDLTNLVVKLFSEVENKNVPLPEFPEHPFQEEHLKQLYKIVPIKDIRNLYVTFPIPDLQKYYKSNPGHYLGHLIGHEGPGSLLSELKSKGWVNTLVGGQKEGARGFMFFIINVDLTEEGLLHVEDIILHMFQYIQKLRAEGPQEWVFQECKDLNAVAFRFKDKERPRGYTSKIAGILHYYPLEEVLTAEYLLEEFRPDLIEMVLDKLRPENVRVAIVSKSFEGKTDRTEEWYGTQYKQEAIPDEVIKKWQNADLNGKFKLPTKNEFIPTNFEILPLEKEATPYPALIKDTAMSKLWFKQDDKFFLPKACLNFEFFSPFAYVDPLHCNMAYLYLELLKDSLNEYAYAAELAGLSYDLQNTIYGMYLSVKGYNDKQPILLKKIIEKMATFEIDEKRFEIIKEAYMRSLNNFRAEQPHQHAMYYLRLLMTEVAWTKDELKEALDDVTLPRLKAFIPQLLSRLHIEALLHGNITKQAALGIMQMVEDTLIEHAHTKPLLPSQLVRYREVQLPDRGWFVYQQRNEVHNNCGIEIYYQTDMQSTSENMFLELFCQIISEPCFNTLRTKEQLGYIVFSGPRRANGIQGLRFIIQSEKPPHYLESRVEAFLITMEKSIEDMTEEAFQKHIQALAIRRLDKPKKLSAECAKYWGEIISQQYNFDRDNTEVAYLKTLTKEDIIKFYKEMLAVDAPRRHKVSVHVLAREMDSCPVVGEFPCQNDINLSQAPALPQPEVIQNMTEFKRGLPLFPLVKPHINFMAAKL
DNA FID counter: fluorescent intercalator displacement, NS3 helicase counter-screen | inhibition, % at 7.9 µM | 290,000 tested, 0.17% active | AID 1845 | DNA fluorescent intercalator displacement, fluorescence; in the data active = inhibition above about 37%;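 note: 0% = vehicle and 100% = reference compound; higher means more ethidium bromide displaced from hairpin DNA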
IDE cell inh: inhibits human insulin-degrading enzyme in HEK cells; FAbetaB cleavage, fluorescence polarization; 320,000 tested, 0.41% active; AID 434962; inhibition, % at 5.59 µM;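 active = percent inhibition above the average of all tested compounds plus 3 SD, set per screening campaign, cut at about 16% in these data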;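 note: IDE supplied by intact live HEK cells; FP after avidin binding of uncleaved biotin substrate so inhibition keeps polarization high; 0% = DMSO wells and 100% = 60 µM reference IDE inhibitor Ii1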
UBC9 SUMO inh: SUMOylation inhibition; 290,000 tested, 0.36% active; inhibition, % at 35 µM; P63279; HTRF SUMOylation assay, SAE1/SAE2 + UBC9, in vitro; in the data active = inhibition above about 50%, passing the limit was not always enough; note: strong numbers were not always called active
PfM18AAP inh: blocks P. falciparum M18 aspartyl aminopeptidase. AID 1822. recombinant PfM18AAP, H-Glu-NHMec fluorogenic cleavage. 290,000 tested, 1.2% active. inhibition, % at 7.35 µM;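 active = inhibition above the campaign mean inhibition over all tested compounds plus 3 SD, cut at about 28% in these data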;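 note: 0% = plate median of test compound wells and 100% = 2 mM ZnCl2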
pCIP destab: p/CIP protein destabilization. 290,000 tested, 0.01% active. F442A p/CIP-EGFP cells, EGFP fluorescence, 16 h. decrease of EGFP signal, % at 10 µM. Q05BA5;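 active = EGFP signal decrease of at least 30% at 10 µM or well 3 SD below plate mean, unless failing retest; inactive = the rest, including hits failing retest or dose response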; note: some compounds called inactive have numbers as strong as hits; many of its hits are not listed in these tables
NS3 helicase inh: inhibitors of Hepatitis C virus NS3 helicase; NS3 helicase DNA unwinding, Cy5 molecular beacon fluorescence; inhibition, % at 10.9 µM; 290,000 tested, 0.56% active; AID 1800;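 active = inhibition above the mean of all tested compounds plus 3 SD, set per campaign, cut at about 35% in these data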;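 note: 0% = DMSO wells and 100% = thioflavine S control wells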
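Material: hepatitis C virus NS3 helicase domain fragment enzyme; measured by: Cy5 fluorescence, 0 and 60 min reads; control set: DMSO and thioflavine S; incubation: 60 min unwinding reaction at 25 °C after ATP addition; read-out basis: % inhibition from 60/0 min fluorescence ratio, DMSO 0%, thioflavine S 100%; repeats: singlicate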
VIM-2 inh: blocks Pseudomonas aeruginosa VIM-2 metallo-beta-lactamase; purified VIM-2, nitrocefin hydrolysis, epi-absorbance fluorescence; inhibition, % at 5.6 µM; 290,000 tested, 0.89% active;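 active = inhibition above the mean of all tested compounds plus 3 SD, cutoff set per screening run, cut at about 7.5% in these data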;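 note: red hydrolysis product quenches plate fluorescence so inhibitors raise well fluorescence; 0% = enzyme with DMSO and 100% = DMSO without enzyme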
* = called active by the depositor; · = no result given.

#1 Cc1cc(-c2csc(N)n2)c(C)n1CCc1ccccc1
#2 COc1cccc(C(=O)N2CCC(C(=O)NCc3ccc(C)cc3)CC2)c1
#3 CCOc1ccccc1N(C(=O)c1ccco1)C(C(=O)NC1CCCC1)c1cccs1 (stereo unspecified)
#4 Cc1cc(C)nc(-n2nc(C)cc2NC(=O)c2ccc(Br)o2)n1
#5 Cc1ccc(C(=O)NCc2ccco2)cc1S(=O)(=O)Nc1cccc(C)c1C
#6 CC(C)CN(CC(C)C)C(=O)CC(=O)NC(=O)c1ccc(Cl)cc1
#7 Cc1ccc(C(=O)O)cc1NC(=O)C1=CSCCO1
#8 Cc1ccc(C)c(NS(=O)(=O)c2ccc(OCC(=O)N3CCOCC3)cc2)c1

entry no.,1,2,3,4,5,6,7,8
NS3 helicase inh,23,22,12,4,-5,0,4,-4
pCIP destab,-6,-6,-7,·,4,-9,-1,4
UBC9 SUMO inh,17,-8,8,·,-16,23,11,20
VIM-2 inh,-2.7,-0.1,-4.6,2.2,1.3,-1.7,-2.2,-3.3
DNA FID counter,-8,-34,-41,0,-13,-39,0,-17
IDE cell inh,1,4,3,·,-1,4,7,5
IMP-1 inhibitor,-3.0,-0.1,-4.8,-3.8,-4.3,-2.6,-3.9,-5.2
PfM18AAP inh,9,1,9,-4,-4,12,-2,-7
IDE cell activ,-3,4,5,·,2,-2,1,-3

#9 COc1cc([N+](=O)[O-])ccc1NC(=O)CSc1ccccn1
#10 O=C(C1CC(=O)N(c2ccc(F)cc2)C1)N1CCCCC1 (stereo unspecified)
#11 Cc1nn(C2CCS(=O)(=O)C2)c(Cl)c1/C=C/C(=O)OCC(=O)Nc1ccccc1OC(F)F (stereo unspecified)
#12 C=CCc1c(C)nc(-c2ccccc2)nc1N/N=C/c1ccccc1
#13 COc1cccc(Cn2nnc(C(=O)NCc3ccc(F)cc3)c2N)c1
#14 C=CCOC(=O)C1=C(C)NC(SCC(=O)Nc2nccs2)=C(C#N)C1c1ccc(Cl)cc1 (stereo unspecified)
#15 CCOC(=O)C1=NN(C(C)=O)C2(CC(=O)N(c3cccc(C)c3)C2=O)C1 (stereo unspecified)
#16 Cc1ccc(-c2n[nH]c(=S)n2/N=C/C=C\c2ccccc2[N+](=O)[O-])cc1

entry no.,9,10,11,12,13,14,15,16
NS3 helicase inh,3,3,-2,-13,-1,12,4,9
pCIP destab,0,1,-4,-4,-17,-3,-2,-3
UBC9 SUMO inh,7,1,0,-9,6,25,-7,14
VIM-2 inh,-1.3,2.2,-2.4,-3.0,-3.3,-3.5,-2.0,-0.8
DNA FID counter,2,-5,-24,-6,-12,-10,1,-5
IDE cell inh,-2,-6,-1,2,-2,-3,2,3
IMP-1 inhibitor,-3.8,-2.7,-1.2,-0.7,-5.1,0.9,-0.1,-2.9
PfM18AAP inh,-1,-13,1,17,-3,-10,1,1
IDE cell activ,-3,-3,1,-1,5,4,0,0

Some entries already given, limited to IDE cell activ and DNA FID counter:
no. | Compound | IDE cell activ | DNA FID counter
10 | O=C(C1CC(=O)N(c2ccc(F)cc2)C1)N1CCCCC1 (stereo unspecified) | -3 | -5
11 | Cc1nn(C2CCS(=O)(=O)C2)c(Cl)c1/C=C/C(=O)OCC(=O)Nc1ccccc1OC(F)F (stereo unspecified) | 1 | -24
12 | C=CCc1c(C)nc(-c2ccccc2)nc1N/N=C/c1ccccc1 | -1 | -6

More compounds
#17 CCOC(=O)c1cc2cc(OC)ccc2[nH]1
#18 Cc1ccc(NC(=O)CN2C(=O)C3C4C=CC(C4)C3C2=O)cc1S(=O)(=O)N(C)C (stereo unspecified)
#19 Cc1ccc(-n2c(SCC(=O)Nc3ccc4c5c(cccc35)CC4)nc(O)c(C)c2=O)cc1
#20 COc1cc(C2Nc3ccccc3C(=O)N2c2ccccc2)c(Br)cc1OCC(=O)O (stereo unspecified)
#21 CCCCCCC(=O)N1CCN(c2cc3c(cc2F)c(=O)c(C(=O)O)cn3CC)CC1
#22 CCN(CC)S(=O)(=O)c1ccc(N2CCN(c3cccc(OC)c3)CC2)c([N+](=O)[O-])c1
#23 Cc1oc2c(c1C(=O)NCCCC(=O)O)CCCC2
#24 CC(C)(C)c1ccc(S(=O)(=O)N2CCC(NC(=O)c3ccco3)CC2)cc1

entry no.,17,18,19,20,21,22,23,24
NS3 helicase inh,3,-1,19,5,-1,-3,3,-1
pCIP destab,0,8,6,-15,·,11,-7,-16
UBC9 SUMO inh,15,3,2,5,·,-13,-2,5
VIM-2 inh,-5.3,-1.1,1.1,-4.4,-0.9,1.1,-5.2,-4.9
DNA FID counter,-1,-9,-39,-24,-14,-1,-3,-30
IDE cell inh,-1,-3,1,0,0,-3,3,2
IMP-1 inhibitor,-3.1,-3.0,-1.7,-2.0,3.3,-0.5,-6.4,-3.0
PfM18AAP inh,3,-7,-9,2,-6,12,-4,-2
IDE cell activ,0,-5,-1,-2,6,0,-2,-2

In the list so far, these contain bromine.
#4 Cc1cc(C)nc(-n2nc(C)cc2NC(=O)c2ccc(Br)o2)n1
#20 COc1cc(C2Nc3ccccc3C(=O)N2c2ccccc2)c(Br)cc1OCC(=O)O (stereo unspecified)

entry no.,4,20
NS3 helicase inh,4,5
pCIP destab,·,-15
UBC9 SUMO inh,·,5
VIM-2 inh,2.2,-4.4
DNA FID counter,0,-24
IDE cell inh,·,0
IMP-1 inhibitor,-3.8,-2.0
PfM18AAP inh,-4,2
IDE cell activ,·,-2

The listing picks up, starting two compounds before the break.
#23 Cc1oc2c(c1C(=O)NCCCC(=O)O)CCCC2
#24 CC(C)(C)c1ccc(S(=O)(=O)N2CCC(NC(=O)c3ccco3)CC2)cc1
#25 COc1ccc(CCNc2oc(-c3ccccc3OC)nc2C#N)cc1
#26 NC(=S)Nc1ncc(CCN2CCOCC2)c(-c2ccc(F)cc2)n1
#27 c1ccc2cc3[nH]c(CN4CCCCC4)nc3cc2c1
#28 O=C(CCCC(=O)OCC(=O)c1ccc(F)cc1)Nc1cc(C(F)(F)F)ccc1Cl
#29 ClCc1nc2ccccc2n1Cc1ccccc1
#30 O=C(Nc1nnc(C2CC2)o1)c1ccc(S(=O)(=O)N2CCc3ccccc3C2)cc1
#31 O=C(COc1ccc(Cl)cc1)NCCNC(=O)c1ccccn1
#32 O=C(CCSc1ccccc1)Nc1nc2c(s1)CCCC2

entry no.,23,24,25,26,27,28,29,30,31,32
NS3 helicase inh,3,-1,-8,22,·,-3,-36,11,-5,-1
pCIP destab,-7,-16,2,10,-8,-9,-84,-3,-3,-14
UBC9 SUMO inh,-2,5,6,12,-4,1,-2,0,0,10
VIM-2 inh,-5.2,-4.9,0.9,-3.1,·,0.0,0.6,-0.6,-0.1,0.4
DNA FID counter,-3,-30,-23,-2,·,-19,9,-27,-8,-7
IDE cell inh,3,2,1,1,-6,-1,2,0,1,3
IMP-1 inhibitor,-6.4,-3.0,-3.7,-3.1,·,0.6,-0.8,-3.2,-0.8,-3.3
PfM18AAP inh,-4,-2,8,-1,·,-3,22,0,3,8
IDE cell activ,-2,-2,-3,3,7,5,2,1,2,5

#33 C/C(=N/NC(=O)c1cc2ccccc2cc1O)C1C(=O)c2ccccc2C1=O
#34 CS(=O)(=O)n1nc(OC(=O)c2cccc3ccccc23)cc1N
#35 CCc1nnc(NC(=O)CSc2nc(-c3ccc(OC)cc3)ns2)s1
#36 COc1ccc2c(c1O)Cc1ccccc1C2=O
#37 O=C(c1ccc(COc2ccccc2Cl)o1)N1CCN(c2ccccc2)CC1
#38 O=C(CCN1CCOCC1)Nc1c(-c2ccccc2)c2cc(Br)ccc2[nH]c1=O
#39 CC(C)(C)N1C(=O)c2ccccc2NC(=O)N1Cc1ccccc1
#40 Cc1ccc(N2C(=O)c3ccccc3C(C)(C)C2=O)cc1

entry no.,33,34,35,36,37,38,39,40
NS3 helicase inh,-3,1,9,4,-12,8,-1,4
pCIP destab,-9,-6,-1,-10,-6,-5,0,-16
UBC9 SUMO inh,39,-18,-8,2,-6,-10,1,6
VIM-2 inh,-1.7,-1.2,-5.0,1.4,-4.0,-4.0,-6.0,-2.2
DNA FID counter,0,0,-1,0,-28,9,-4,-7
IDE cell inh,3,3,5,1,-2,0,3,5
IMP-1 inhibitor,-1.0,-3.7,-3.1,-1.2,-3.1,-2.0,-3.1,-5.6
PfM18AAP inh,21,-5,-4,1,-10,1,4,2
IDE cell activ,2,8,2,4,2,2,1,0

#41 Cn1c(SC2=CS(=O)(=O)c3ccccc32)nc2ccccc21
#42 COc1ccc(NC(=O)CCNS(=O)(=O)c2ccc3c(c2)c(=O)n(C)c(=O)n3C)cc1OC
#43 COc1ccc(-n2nc3c(c2NC(=O)CCl)CSC3)cc1
#44 Cc1cc(C)c2oc(C(=O)N(Cc3ccccc3)C3CCS(=O)(=O)C3)cc(=O)c2c1 (stereo unspecified)
#45 CCOC(=O)c1sc2cccc(F)c2c1N
#46 COc1cc(-c2nnc(-c3ccc(N4CCOCC4)cc3)o2)cc(OC)c1OC
#47 OCCN1CCN(CC#CCn2c3ccccc3c3ccccc32)CC1
#48 COc1cc(Br)c(CCNC(=O)c2ccco2)cc1OC

entry no.,41,42,43,44,45,46,47,48
NS3 helicase inh,-2,-17,6,3,4,13,-22,7
pCIP destab,-33,15,-13,-14,-1,-10,-8,10
UBC9 SUMO inh,26,12,·,33,7,35,5,10
VIM-2 inh,2.1,-3.9,-6.7,1.8,1.1,2.7,-0.1,-0.1
DNA FID counter,1,-2,3,-36,-6,-9,20,-8
IDE cell inh,-3,3,3,0,0,4,0,5
IMP-1 inhibitor,-1.9,-3.3,-4.5,-3.4,-6.5,-1.7,-3.9,-0.5
PfM18AAP inh,6,-2,12,-1,-13,3,7,-3
IDE cell activ,1,4,2,6,-2,1,0,-2
